INS-1E rescue: rescue of cytokine-induced death in INS-1E beta cells | INS-1E cytokine-induced death, ATP luminescence, 48 h; normalised: neutral wells 0, positive control 100 | protection from cytokine-induced ATP loss, % at 10 µM | 0.1% of 20,000 active | AID 488910;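 active = mean replicate protection from cytokine-induced ATP loss at least 50% and at least 75% of replicates each reaching 50%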
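Test system: INS-1E rat cells | Quantity: 8000 cells per well | Medium: Phenol-red-free RPMI with 5% fetal bovine serum | Reagent: Cytokine cocktail of IFN-γ, TNF-α and IL-1β | Doses: One compound concentration, pin transfer | Timing: 48 h co-treatment, 10 min post-lysis read | Technique: Luminescent ATP assay (CellTiter-Glo)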
T cruzi HTS: blocks T. cruzi growth inside host cells; activity score (inhibition), % at 5.01 µM; 4.9% of 22,000 active; AID 651903; intracellular Trypanosoma cruzi in host cells, plate reader; in the data active = activity score above about 55%;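 note: parasites and compound incubated about four days before reading; 0% = median of neutral control wells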
Starred values were filed as active, the others as inactive; x = not tested or not shown.

#1 COc1ccc(CN(C)C[C@@H]2Oc3ccc(NS(=O)(=O)c4ccc(OC)cc4)cc3CC(=O)N([C@@H](C)CO)C[C@@H]2C)cc1
#2 COc1ccc(CN(C)C[C@H]2OCCCC[C@@H](C)Oc3ccc(NC(=O)NC(C)C)cc3C(=O)N([C@H](C)CO)C[C@@H]2C)cc1
#3 CC(C)NC(=O)Nc1cccc2c1O[C@H](CN(C)Cc1ccc(Cl)c(Cl)c1)[C@@H](C)CN([C@H](C)CO)C2=O
#4 C[C@H]1CN([C@@H](C)CO)C(=O)c2cc(NC(=O)CCN3CCOCC3)ccc2O[C@H]1CN(C)C
#5 C[C@@H]1CN([C@@H](C)CO)C(=O)CCCn2cc(nn2)CO[C@H]1CN(C)C(=O)Nc1ccccc1F

compound no.	1	2	3	4	5
INS-1E rescue	-5	5	5	x	x
T cruzi HTS	29	-20	5	-20	-1

#6 C[C@H]1CN([C@@H](C)CO)C(=O)c2cccc(NS(=O)(=O)c3ccccc3)c2O[C@H]1CN(C)Cc1ccc(C(=O)O)cc1
#7 C[C@@H]1CN([C@@H](C)CO)C(=O)c2cccc(NC(=O)c3ccncc3)c2O[C@H]1CN(C)CC1CCCCC1
#8 Cc1noc(C)c1S(=O)(=O)N(C)C[C@@H]1Oc2ccc(N(C)C)cc2CC(=O)N([C@@H](C)CO)C[C@@H]1C
#9 C[C@H]1CN([C@@H](C)CO)C(=O)c2cccc(NC(=O)Nc3ccc(C(F)(F)F)cc3)c2O[C@@H]1CN(C)Cc1ccc(Cl)c(Cl)c1
#10 COc1ccc(S(=O)(=O)Nc2ccc3c(c2)C(=O)N([C@H](C)CO)C[C@H](C)[C@H](CN(C)Cc2ccccc2)O3)cc1

compound no.	6	7	8	9	10
INS-1E rescue	7	-7	-9	-27	x
T cruzi HTS	-33	76*	-3	77*	-7

#11 CNC[C@@H]1Oc2ccc(NC(=O)Cc3ccccc3)cc2C(=O)N([C@@H](C)CO)C[C@@H]1C
#12 COC(=O)CCCCCCC(=O)N/N=C/c1ccc2ccccc2c1
#13 C[C@@H]1CN([C@H](C)CO)C(=O)Cc2cc(NC(=O)Nc3ccc4c(c3)OCO4)ccc2O[C@H]1CN(C)Cc1ccc(Oc2ccccc2)cc1
#14 C[C@H](CO)N1C[C@H](C)[C@H](CN(C)CC2CC2)Oc2c(NC(=O)C3CC3)cccc2C1=O
#15 C[C@@H]1CN([C@@H](C)CO)C(=O)Cc2cc(NC(=O)Cn3cnnn3)ccc2O[C@@H]1CN(C)Cc1ccccc1

compound no.	11	12	13	14	15
INS-1E rescue	x	13	-47	-1	5
T cruzi HTS	-1	2	78*	-21	8

#16 COc1ccc(S(=O)(=O)N(C)C[C@@H]2Oc3ccc(NC(=O)CCCCCC(=O)Nc4ccccc4N)cc3CC(=O)N([C@H](C)CO)C[C@H]2C)cc1
#17 Cc1noc(C)c1NC(=O)N(C)C[C@H]1OCc2cn(nn2)CCCC(=O)N([C@H](C)CO)C[C@@H]1C
#18 COc1ccc(S(=O)(=O)N(C)C[C@@H]2OCCCC[C@@H](C)Oc3ccc(NS(=O)(=O)c4ccc(F)cc4)cc3C(=O)N([C@H](C)CO)C[C@@H]2C)cc1
#19 C[C@@H]1CN([C@H](C)CO)C(=O)CCCn2cc(nn2)CO[C@@H]1CN(C)Cc1ccc(C(F)(F)F)cc1
#20 C[C@@H]1CN([C@@H](C)CO)C(=O)CCCn2nncc2CO[C@@H]1CN(C)C(=O)Nc1cccc(C(F)(F)F)c1

compound no.	16	17	18	19	20
INS-1E rescue	-3	x	-1	0	2
T cruzi HTS	-25	2	23	-22	-18

#21 C[C@@H]1CN([C@H](C)CO)C(=O)Cc2cc(NC(=O)CCN3CCOCC3)ccc2O[C@@H]1CN(C)CC1CCCCC1
#22 Cc1ccc(S(=O)(=O)N(C)C[C@H]2Oc3c(NC(=O)c4nc5ccccc5s4)cccc3C(=O)N([C@@H](C)CO)C[C@H]2C)cc1
#23 C[C@H](CO)N1C[C@H](C)[C@@H](CN(C)S(=O)(=O)c2ccc(F)cc2)Oc2c(NC(=O)Nc3cccc4ccccc34)cccc2C1=O
#24 C[C@H](CO)N1C[C@H](C)[C@@H](CN(C)C(=O)Nc2cccc(F)c2)OCc2cn(nn2)CCCC1=O
#25 C[C@@H]1CN([C@H](C)CO)C(=O)c2cc(NC(=O)NC3CCCCC3)ccc2O[C@H]1CN(C)Cc1ccc(-c2ccccc2)cc1

compound no.	21	22	23	24	25
INS-1E rescue	3	-17	-8	x	-29
T cruzi HTS	-8	16	-2	-21	22

#26 COc1ccccc1NC(=O)N(C)C[C@@H]1OCc2cnnn2CCCC(=O)N([C@@H](C)CO)C[C@@H]1C
#27 Cc1noc(C)c1NC(=O)N(C)C[C@@H]1Oc2c(NC(=O)Nc3ccccc3)cccc2C(=O)N([C@H](C)CO)C[C@@H]1C
#28 C[C@@H]1CN([C@H](C)CO)C(=O)c2cccc(NS(=O)(=O)c3ccc(F)cc3)c2O[C@@H]1CN(C)S(=O)(=O)c1ccc(Cl)cc1
#29 C[C@@H]1CN([C@@H](C)CO)C(=O)c2cc(NC(=O)Cc3ccccc3)ccc2O[C@H]1CN(C)C(=O)Nc1ccc(C(F)(F)F)cc1
#30 COc1ccc(NC(=O)N(C)C[C@@H]2Oc3ccc(NS(=O)(=O)c4c(C)noc4C)cc3C(=O)N([C@@H](C)CO)C[C@@H]2C)cc1

compound no.	26	27	28	29	30
INS-1E rescue	x	8	1	13	x
T cruzi HTS	0	11	12	-13	-13

#31 C[C@H]1CN([C@@H](C)CO)C(=O)c2cc(NS(=O)(=O)c3ccc(F)cc3)ccc2O[C@@H]1CN(C)CC1CCCCC1
#32 CC(C)NC(=O)Nc1ccc2c(c1)C(=O)N([C@@H](C)CO)C[C@@H](C)[C@@H](CN(C)C(=O)NC(C)C)O2
#33 COc1ccc(S(=O)(=O)N(C)C[C@H]2Oc3ccc(NC(=O)CCN4CCOCC4)cc3CC(=O)N([C@H](C)CO)C[C@H]2C)cc1
#34 C[C@@H]1CN([C@H](C)CO)C(=O)c2cccc(N(C)C)c2O[C@@H]1CN(C)S(=O)(=O)c1ccccc1
#35 CC(C)NC(=O)Nc1ccc2c(c1)C(=O)N([C@@H](C)CO)C[C@H](C)[C@H](CN(C)S(=O)(=O)c1cn(C)cn1)O2

compound no.	31	32	33	34	35
INS-1E rescue	x	5	5	-38	8
T cruzi HTS	-3	-4	9	5	-18

#36 C[C@@H]1CN([C@@H](C)CO)C(=O)c2cccc(NS(=O)(=O)c3ccc(Cl)cc3)c2O[C@@H]1CN(C)C(=O)Nc1ccc(C(F)(F)F)cc1
#37 C[C@@H]1CN([C@H](C)CO)C(=O)c2cc(NS(=O)(=O)c3cn(C)cn3)ccc2O[C@@H]1CN(C)S(C)(=O)=O
#38 C[C@@H]1CCCCO[C@H](CN(C)C(=O)Nc2cccc3ccccc23)[C@@H](C)CN([C@H](C)CO)C(=O)c2cc(NC(=O)C3CCCCC3)ccc2O1
#39 COc1ccc(S(=O)(=O)Nc2ccc3c(c2)CC(=O)N([C@@H](C)CO)C[C@H](C)[C@@H](CN(C)C(=O)Nc2ccc(F)cc2)O3)cc1
#40 C[C@@H]1CCCCO[C@H](CN(C)CC2CCCCC2)[C@@H](C)CN([C@H](C)CO)C(=O)c2cc(NC(=O)CCCCCC(=O)Nc3ccccc3N)ccc2O1

compound no.	36	37	38	39	40
INS-1E rescue	-91	4	-5	-8	0
T cruzi HTS	83*	6	12	1	32

#41 CC(C)OC(=O)N(C)C[C@H]1OCc2cnnn2CCCC(=O)N([C@@H](C)CO)C[C@@H]1C
#42 C[C@H]1CN([C@@H](C)CO)C(=O)c2cc(NC(=O)CCN3CCOCC3)ccc2O[C@@H]1CN(C)Cc1ccncc1
#43 COc1ccc(S(=O)(=O)N(C)C[C@@H]2Oc3c(NS(=O)(=O)c4ccccc4)cccc3C(=O)N([C@H](C)CO)C[C@@H]2C)cc1
#44 C[C@H](CO)N1C[C@H](C)[C@H](CN(C)C(=O)Nc2ccccc2)Oc2ccc(NS(=O)(=O)c3ccccc3)cc2CC1=O
#45 C[C@@H]1CN([C@@H](C)CO)C(=O)c2cc(NC(=O)NC3CCCCC3)ccc2O[C@@H]1CN(C)C(=O)Nc1ccc(C(F)(F)F)cc1

compound no.	41	42	43	44	45
INS-1E rescue	x	x	1	10	-6
T cruzi HTS	-3	-16	18	-13	-15

#46 C[C@H](CO)N1C[C@H](C)[C@H](CN(C)Cc2ccc(C(=O)O)cc2)Oc2ccc(NC(=O)Nc3ccc4c(c3)OCO4)cc2C1=O
#47 CC(C)NC(=O)N(C)C[C@@H]1Oc2c(NC(=O)c3cnccn3)cccc2C(=O)N([C@@H](C)CO)C[C@@H]1C
#48 Cc1noc(C)c1S(=O)(=O)N(C)C[C@@H]1Oc2ccc(NC(=O)CCCCCC(=O)Nc3ccccc3N)cc2CC(=O)N([C@H](C)CO)C[C@H]1C
#49 C[C@@H]1CN([C@H](C)CO)C(=O)c2cc(NS(=O)(=O)c3cccs3)ccc2O[C@@H]1CN(C)Cc1ccccc1
#50 COc1ccc(S(=O)(=O)Nc2ccc3c(c2)C(=O)N([C@H](C)CO)C[C@H](C)[C@H](CN(C)C(=O)Nc2ccc(C(F)(F)F)cc2)O3)cc1

compound no.	46	47	48	49	50
INS-1E rescue	x	10	0	8	-13
T cruzi HTS	10	-30	-5	1	-5

#51 COC(=O)CCCCCCC(=O)N/N=C/[C@H](O)[C@@H](O)[C@H](O[C@@H]1O[C@H](CO)[C@H](O)[C@H](O)[C@H]1O)[C@H](O)CO
#52 C[C@H]1CN([C@@H](C)CO)C(=O)Cc2cc(NC(=O)Nc3cccc4ccccc34)ccc2O[C@@H]1CN(C)S(=O)(=O)c1ccccc1
#53 Cc1ccc(S(=O)(=O)Nc2ccc3c(c2)C(=O)N([C@H](C)CO)C[C@H](C)[C@@H](CN(C)Cc2ccc4c(c2)OCO4)O3)cc1
#54 C[C@@H]1CN([C@@H](C)CO)C(=O)c2cc(NS(=O)(=O)c3ccccc3)ccc2O[C@@H]1CN(C)C
#55 Cc1ccc(S(=O)(=O)N(C)C[C@@H]2Oc3c(NC(=O)c4nc5ccccc5s4)cccc3C(=O)N([C@@H](C)CO)C[C@@H]2C)cc1

compound no.	51	52	53	54	55
INS-1E rescue	3	-2	-4	4	-12
T cruzi HTS	-7	4	52	-1	37

Single records, as listed above.
Record of C[C@@H]1CN([C@@H](C)CO)C(=O)c2cc(NS(=O)(=O)c3ccccc3)ccc2O[C@@H]1CN(C)C → INS-1E rescue = 4; T cruzi HTS = -1
Record of Cc1ccc(S(=O)(=O)N(C)C[C@@H]2Oc3c(NC(=O)c4nc5ccccc5s4)cccc3C(=O)N([C@@H](C)CO)C[C@@H]2C)cc1 → INS-1E rescue = -12; T cruzi HTS = 37

(cont.)
#56 COc1ccc(NC(=O)Nc2ccc3c(c2)CC(=O)N([C@@H](C)CO)C[C@H](C)[C@@H](CN(C)Cc2ccc(Oc4ccccc4)cc2)O3)cc1
#57 Cc1noc(C)c1S(=O)(=O)N(C)C[C@@H]1Oc2c(NS(=O)(=O)c3cccs3)cccc2C(=O)N([C@H](C)CO)C[C@@H]1C
#58 Cc1cccc(CN(C)C[C@@H]2OCc3cn(nn3)CCCC(=O)N([C@@H](C)CO)C[C@@H]2C)c1
#59 C[C@@H]1CN([C@H](C)CO)C(=O)c2cc(NC(=O)CCC(F)(F)F)ccc2O[C@@H]1CN(C)Cc1ccc(C(=O)Nc2ccccc2N)cc1
#60 C[C@H]1CN([C@@H](C)CO)C(=O)c2cccc(NC(=O)c3ccc(-c4nccs4)cc3)c2O[C@@H]1CN(C)C(=O)NC1CCCCC1

compound no.	56	57	58	59	60
INS-1E rescue	-40	3	x	25	2
T cruzi HTS	62*	1	-11	13	-12

#61 Cc1noc(C)c1NC(=O)N(C)C[C@H]1Oc2c(NS(C)(=O)=O)cccc2C(=O)N([C@H](C)CO)C[C@H]1C
#62 C[C@H]1CN([C@@H](C)CO)C(=O)c2cccc(NC(=O)Nc3cccc4ccccc34)c2O[C@H]1CN(C)CC1CC1
#63 COc1ccc(CN(C)C[C@@H]2Oc3ccc(NC(=O)Nc4ccc5c(c4)OCO5)cc3C(=O)N([C@@H](C)CO)C[C@H]2C)cc1
#64 C[C@H](CO)N1C[C@H](C)[C@H](CN(C)C(=O)NC2CCCCC2)Oc2ccc(NC(=O)CCCN(C)C)cc2C1=O
#65 C[C@@H]1CN([C@H](C)CO)C(=O)CCCn2cc(nn2)CO[C@H]1CN(C)S(=O)(=O)c1cccs1

compound no.	61	62	63	64	65
INS-1E rescue	1	-5	-5	5	5
T cruzi HTS	-30	51	1	-9	-2

#66 Cc1ccc(S(=O)(=O)N(C)C[C@H]2Oc3c(NC(=O)C4CC4)cccc3C(=O)N([C@@H](C)CO)C[C@H]2C)cc1
#67 C[C@H](CO)N1C[C@H](C)[C@H](CN(C)Cc2ccc(Cl)c(Cl)c2)Oc2ccc(NC(=O)Cc3cn(C)c4ccccc34)cc2C1=O
#68 C[C@H](CO)N1C[C@H](C)[C@H](CN(C)CC2CCCCC2)Oc2ccc(NS(=O)(=O)c3cn(C)cn3)cc2C1=O
#69 C[C@@H]1CN([C@@H](C)CO)C(=O)c2cccc(NC(=O)c3ccncc3)c2O[C@H]1CN(C)C(=O)Nc1cccc2ccccc12

compound no.	66	67	68	69
INS-1E rescue	2	-21	x	12
T cruzi HTS	31	56*	0	9

Screens (PubChem BioAssay)

Some of the compounds tested; the hit share may differ from the screen's.
